# From PubChem BioAssay
# V1aR counter = counter-screen for oxytocin receptor agonists: human V1a receptor agonists; P37288; CHO-V1R cells, Fluo-8 calcium fluorescence, agonist mode; 0% DMSO, 100% 3 nM vasopressin; activation, % at 3 µM; hit rate 0.25% among 320,000; AID 2797;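 active = activation above the mean activation of all tested compounds plus 3 SD, per screening run, cut at about 20% in these data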;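 also: signal is peak over basal fluorescence ratio across a 100 second FLIPR read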
# Target sequence (P37288 whole entry, looked up): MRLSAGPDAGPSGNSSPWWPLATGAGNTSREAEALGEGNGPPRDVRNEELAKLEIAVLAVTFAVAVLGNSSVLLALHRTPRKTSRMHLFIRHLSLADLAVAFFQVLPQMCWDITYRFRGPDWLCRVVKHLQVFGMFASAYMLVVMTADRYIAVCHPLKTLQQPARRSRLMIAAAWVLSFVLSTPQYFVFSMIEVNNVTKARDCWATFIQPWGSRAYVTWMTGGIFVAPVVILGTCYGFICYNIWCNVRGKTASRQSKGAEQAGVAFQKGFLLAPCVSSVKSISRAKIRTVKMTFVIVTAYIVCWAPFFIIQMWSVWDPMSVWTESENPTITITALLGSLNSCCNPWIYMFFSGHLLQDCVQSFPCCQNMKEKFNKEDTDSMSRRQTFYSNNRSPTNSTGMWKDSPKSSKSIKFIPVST
# TAAR1 antag = antagonists of human TAAR1; hit rate 1.5% among 360,000; CHO RD-HGA16 TAAR1, Fluo-8 calcium fluorescence, antagonist; inhibition, % at 3 µM;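 active = inhibition above a per-plate cutoff, the mean inhibition of test compounds on that plate plus 3 SD, cut at about 49% in these data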;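 also: 0% = DMSO plus EC80 beta-PEA response and 100% = DMSO alone without agonist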
# Target sequence (Q96RJ0 whole entry, looked up): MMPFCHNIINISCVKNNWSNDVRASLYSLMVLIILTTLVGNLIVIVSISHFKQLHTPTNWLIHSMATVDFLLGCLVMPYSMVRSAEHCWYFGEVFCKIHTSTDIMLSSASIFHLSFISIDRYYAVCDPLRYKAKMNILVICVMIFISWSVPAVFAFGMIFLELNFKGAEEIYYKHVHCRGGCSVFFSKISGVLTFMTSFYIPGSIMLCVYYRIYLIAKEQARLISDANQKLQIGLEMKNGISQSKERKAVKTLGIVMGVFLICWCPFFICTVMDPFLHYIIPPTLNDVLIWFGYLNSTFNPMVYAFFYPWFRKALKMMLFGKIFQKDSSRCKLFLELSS
#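 Material: CHO RD-HGA16 cells bearing hTAAR1; compound dosing: one-point dosing, 3 µM nominal final; schedule: dye loading 75 min at 37 °C, then 30 min room temperature; measured by: calcium fluorescence with Fluo-8; control set: vehicle and agonist controls; replication: n of 1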
# OXTR potentiate = human OXTR potentiation; CHO-OTR cells, Fluo-8 calcium fluorescence, potentiator mode; 0% = oxytocin EC15, 100% = EC100; hit rate 0.061% among 320,000; activation, % at 3 µM; P30559;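 active = activation above that plate's cutoff, the mean activation of tested compounds plus 3 SD, cut at about 6.6% in these data, passing the limit was not always enough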;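 also: 100% uses oxytocin at 75 nM as the full agonist control; some results filed as inactive read as strong as hits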
#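 System: human OTR in CHO cells / Also added: sub-maximal oxytocin, roughly EC15 / Control set: EC15 oxytocin low, 75 nM oxytocin high / Schedule: 6 min compound pre-incubation at room temperature, 100 s kinetic read / Compound: single-point 3.0 µM / Replication: singlicate / Technique: Fluo-8 calcium dye fluorescence / Read-out basis: % activation of max/min ratio relative to oxytocin controls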
# CHO-K1 Ca antag = nonselective inhibitor or artifact in parental CHO-K1 cells | ATP-induced calcium, Fluo-8 fluorescence | inhibition, % at 3 µM | hit rate 0.6% among 360,000 | AID 602250;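 active = inhibition above a per-plate cutoff, the plate's mean sample inhibition plus 3 SD, cut at about 24% in these data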;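 also: 0% = DMSO plus EC80 ATP and 100% = DMSO alone without ATP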
# M1 ag parental = nonselective activator or artifact in parental CHO-K1 cells. Fluo-8 calcium fluorescence; scaled to maximal ATP response, vehicle zero. activation, % at 3 µM. hit rate 0.48% among 360,000; in the data active = activation above about 15%;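 also: untransfected CHO-K1 host cells lacking M1 receptor as counterscreen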
# OXTR agonist = activates the human oxytocin receptor. P30559. CHO-OTR cells, Fluo-8 calcium fluorescence; normalized: DMSO 0%, oxytocin 100%. activation, % at 3 µM. hit rate 0.32% among 320,000;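 active = activation above the mean of all tested compounds plus 3 SD, cutoff set per screening run, cut at about 20% in these data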;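 also: peak over basal fluorescence ratio from a 100 s FLIPR kinetic read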
# CHO parental Ca = counter-screen for OX1R antagonists: effect in parental CHO cells | parental CHO-K1, ATP-induced calcium, Fluo-8 fluorescence | inhibition, % at 5.6 µM | hit rate 0.63% among 330,000 | AID 463079;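 active = inhibition above that plate's mean sample inhibition plus 3 SD, cut at about 26% in these data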;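 also: 0% = ATP-challenged DMSO wells and 100% = DMSO wells without ATP; some compounds past the cut are filed as inactive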
#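 material = parental CHO cells | also added = ATP as calcium-mobilizing challenge | dosing = single point at 5.6 µM | detection = intracellular calcium via Fluo-8 no-wash fluorescent dye | read-out = % inhibition | benchmarks = low control ATP plus DMSO, high control DMSO only | repeats = one well per compound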
# CHO-K1 Ca PAM = nonselective activator or artifact in parental CHO-K1 calcium assay; activation, % at 3 µM; AID 602247; hit rate 0.02% among 360,000; ATP EC20, Fluo-8 calcium fluorescence; 0% at ATP EC20, 100% at ATP max;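 active = activation above the run cutoff, the mean activation of all test compounds plus 3 SD, cut at about 40% in these data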;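 also: peak over basal fluorescence ratio in a 140 s read after ATP addition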
# GPR7 antag = blocks human GPR7 receptor signaling; P48145; GPR7-expressing cells, fluorescence antagonist assay; inhibition, % at 4.4 µM; hit rate 1.1% among 290,000; AID 1861; in the data active = inhibition above about 16%, passing the limit was not always enough;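 also: cells stimulated with the agonist NPW; 0% = agonist with vehicle and 100% = vehicle without agonist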
# Target sequence (P48145 whole entry, looked up): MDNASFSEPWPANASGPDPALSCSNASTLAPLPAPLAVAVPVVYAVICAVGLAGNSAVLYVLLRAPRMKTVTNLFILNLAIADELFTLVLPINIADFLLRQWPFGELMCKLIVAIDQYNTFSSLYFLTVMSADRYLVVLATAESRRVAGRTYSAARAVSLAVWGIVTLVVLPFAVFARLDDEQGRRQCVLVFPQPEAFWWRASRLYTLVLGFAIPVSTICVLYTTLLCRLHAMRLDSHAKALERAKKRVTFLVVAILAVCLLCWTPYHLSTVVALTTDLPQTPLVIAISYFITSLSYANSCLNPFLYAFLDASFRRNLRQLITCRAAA
# Active calls of the source: *; x = no result given.
smiles	V1aR counter	TAAR1 antag	OXTR potentiate	CHO-K1 Ca antag	M1 ag parental	OXTR agonist	CHO parental Ca	CHO-K1 Ca PAM	GPR7 antag
C=CCN(Cc1nc(-c2ccc(OC)c(OC)c2)oc1C)C1CCS(=O)(=O)C1 (stereo not drawn)	0.4	19	-4	-11	-0.1	0.3	1	31	-10
Cc1oc2cc3oc(=O)c(CC(=O)NCCCC(=O)O)c(C)c3cc2c1C	-0.6	-20	1	-15	0.7	0.5	-2	17	-4
COc1ccccc1CCC(=O)OCC(=O)NC1CCCCC1	1.4	-21	-11	-12	0.5	-0.9	-6	2	7
O=C(NC(c1ccc(F)cc1)c1ccc2ccccc2n1)C1CCN(CCOc2ccc(F)cc2)CC1 (stereo not drawn)	x	-17	x	-10	2.5	x	x	26	x
Cc1cc(/C=N/n2cnnc2)c(C)n1-c1ccc(Cl)cc1Cl	-0.4	-3	-8	-9	2.0	-1.7	-27	13	-1
Cc1c(NC(=O)COC(=O)c2ccc[nH]c2=O)c(=O)n(-c2ccccc2)n1C	0.4	-10	-2	-1	4.2	0.8	-5	23	-3
CC(C)C(NC(=O)c1c(F)cccc1F)C(=O)NC1CC(C)(C)NC(C)(C)C1 (stereo not drawn)	1.1	-13	-5	-22	0.5	0.5	-10	7	-2
Cc1ccc(C)c(NC(=O)C2CCC(C)(C(=O)O)C2(C)C)c1 (stereo not drawn)	-0.7	11	0	-7	0.3	0.0	2	16	-7
CCN(CC)CCn1c(NCc2ccc(C)o2)nc2ccccc21	0.1	19	-14	-5	-0.2	0.2	-20	-5	3
Cc1cc(C)nc(N/N=C/c2ccc(N3CCOCC3)cc2)n1	0.7	11	-10	-14	3.4	0.4	0	17	-5
O=C(O)CCSc1nnc(-c2ccc3c(c2)OCO3)o1	0.0	8	-15	-5	-0.1	-0.4	-1	2	-12
O=C(c1ccc(S(=O)(=O)N2CCCCCC2)cc1)N1CCN(c2ccccn2)CC1	0.8	5	-2	4	2.3	1.0	-14	-10	-8
CCOc1ccccc1NC(=O)c1ccc2[nH]c(C)c(C)c2c1	-0.4	1	-18	-22	1.0	-1.2	-22	1	-18
CCOC(=O)c1cnc2ccc(C(=O)OC)cc2c1Nc1ccc2c(c1)OCCO2	-0.2	-8	-6	-13	-0.2	-0.7	-26	14	-4
CC(C)c1ccc(NC(=O)CN2CCN(c3ccccn3)CC2)cc1	1.0	-14	-4	3	-0.2	0.3	-6	0	20

smiles	V1aR counter	TAAR1 antag	OXTR potentiate	CHO-K1 Ca antag	M1 ag parental	OXTR agonist	CHO parental Ca	CHO-K1 Ca PAM	GPR7 antag
CC(C)CN(C(=O)CSc1nc(N)cc(N)n1)C1CCS(=O)(=O)C1 (stereo not drawn)	1.0	-23	-1	-12	-0.3	1.1	-6	2	x
COc1cc(NS(=O)(=O)c2ccc3ccccc3c2)c2ncccc2c1	1.9	-34	-3	3	1.0	0.7	21	12	-19
Cc1cc(C)nc(SCc2ccc(C(=O)O)o2)n1	2.1	1	-5	-12	0.3	0.4	-2	19	4
CCCCn1c(SCC(=O)c2ccc(O)c(O)c2)nc2ccsc2c1=O	-0.9	x	-8	-3	0.8	-2.2	-5	7	8
COc1ccc(Cc2nc3ccccc3c(=O)n2N)cc1OC	0.9	-8	3	-1	9.9	1.3	16	14	x
CCOC(=O)C1Cc2c([nH]c3ccccc23)CN1 (stereo not drawn)	0.4	-8	-10	-10	-0.1	1.1	1	0	-2
Cc1cc(C)cc(NC(=O)C2CCN(C(=O)c3cccs3)CC2)c1	2.0	-9	-12	-12	0.3	0.4	-6	22	-2
CCc1nc(SCC(=O)N2CCc3cc(OC)c(OC)cc3C2)c(C#N)cc1C	-0.3	-13	-7	-7	0.8	-1.4	-25	15	-5
O=C(COC(=O)c1cc(S(=O)(=O)N2CCOCC2)cs1)c1ccccc1	1.2	7	-6	1	0.3	0.1	-11	-2	25*
COc1ccccc1OCc1ccc(C(=O)Nc2ccc(Cl)cn2)o1	-1.2	8	-11	-3	-0.1	-1.8	-25	13	-3
Cc1ccc(C)c(S(=O)(=O)N2CCCOC2CNC(=O)C(=O)NC2CCCC2)c1 (stereo not drawn)	1.3	-9	-1	-1	1.3	-0.4	-19	7	-17
CCCc1nnc(NC(=O)CCC(=O)N2CCN(CCn3c(C)ccc3C)CC2)s1	0.7	-12	-10	-1	-0.2	-1.2	-17	9	-7
COc1cc(OC)c(NC(=O)c2ccoc2C)cc1Cl	0.2	10	3	-3	0.4	-1.4	-11	6	21
C#CCN(C[C@@H]1[C@@H](OC(=O)NC2CC2)[C@@H](OC(=O)NC2CC2)CN(C(=O)OC(C)C)N1C(=O)OC(C)C)S(=O)(=O)c1ccc(C)cc1	x	-9	x	-19	0.3	x	x	18	x
O=C(NC(=S)NCc1ccco1)c1ccccc1	-1.0	-3	-6	-9	-0.7	-2.0	-8	17	5

# Overlap with the part before: 3 entries, then new ones.
smiles	V1aR counter	TAAR1 antag	OXTR potentiate	CHO-K1 Ca antag	M1 ag parental	OXTR agonist	CHO parental Ca	CHO-K1 Ca PAM	GPR7 antag
COc1cc(OC)c(NC(=O)c2ccoc2C)cc1Cl	0.2	10	3	-3	0.4	-1.4	-11	6	21
C#CCN(C[C@@H]1[C@@H](OC(=O)NC2CC2)[C@@H](OC(=O)NC2CC2)CN(C(=O)OC(C)C)N1C(=O)OC(C)C)S(=O)(=O)c1ccc(C)cc1	x	-9	x	-19	0.3	x	x	18	x
O=C(NC(=S)NCc1ccco1)c1ccccc1	-1.0	-3	-6	-9	-0.7	-2.0	-8	17	5
O=C(NCC1CCCO1)c1cc2cc(F)ccc2[nH]1 (stereo not drawn)	1.0	-8	-4	-15	2.5	0.8	1	13	20
Cn1c(=O)c2c(nc(CN3CCN(c4ccccc4)CC3)n2CCN2CCOCC2)n(C)c1=O	-0.4	8	-4	x	x	-0.6	-3	x	x
S=C(NCC1CCCO1)NC1CCCCC1 (stereo not drawn)	-0.3	-13	-3	-12	0.7	-0.3	9	8	-4
Cc1cccc(-c2c(O)cc(=O)[nH]c2Cl)c1	0.3	8	-7	13	-0.1	-0.2	-1	-9	-15
Cc1ccc(N(CC(=O)NCc2ccc(Cl)cc2)S(C)(=O)=O)cc1	0.0	0	-18	-7	1.0	-0.9	-9	6	-6
O=C(/C=C/c1c(F)cccc1Cl)c1ccc(F)cc1	-1.1	6	-21	-7	0.3	-1.6	-1	15	-6
Cc1cc(C(=O)CN2CCC(C)CC2)c(C)n1-c1ccc(F)cc1	0.0	-3	-7	-4	0.1	0.5	-1	18	0
O=C(NC(=S)Nc1ncccn1)c1ccccc1Br	-0.5	-14	-3	-13	0.8	0.3	5	24	-7
COC(=O)c1ccc(NC(=S)N2CCN(Cc3cccc(C)c3)CC2)cc1	3.4	-11	2	-7	2.3	4.8	-1	24	-5
CCOC(=O)N1CCC(NC(=O)CS(=O)Cc2nc(-c3ccc(OC)c(OC)c3)oc2C)CC1 (stereo not drawn)	-1.3	-3	-1	-10	0.6	-1.0	-13	23	-1
CC(=O)Nc1ccc(S(=O)(=O)c2cc(O)ccc2O)cc1	x	-17	x	-2	-0.5	x	x	10	-9
CSc1nnc(C)c(=O)n1COC(=O)c1ccc(S(=O)(=O)N2CCCC2)cc1	3.4	-2	-7	4	0.5	0.0	0	-2	-3
C=CCNC(=O)c1onc(CSc2ccc(OC)cc2)c1C(=O)O	0.3	2	-6	-7	0.2	-0.6	-2	4	-9
COCCNC(=O)C1(C)CCCN(Cc2ccc3ccccc3c2Br)C1 (stereo not drawn)	x	-8	x	6	0.8	x	x	2	x
COc1ccc(-c2[nH]ncc2CN(CCO)CC23CC4CC(CC(C4)C2)C3)c(OC)c1	0.2	-25	3	-16	4.7	1.6	-9	1	-9

smiles	V1aR counter	TAAR1 antag	OXTR potentiate	CHO-K1 Ca antag	M1 ag parental	OXTR agonist	CHO parental Ca	CHO-K1 Ca PAM	GPR7 antag
CCCc1nnc(SCC(=O)Nc2nc(C)cs2)n1CCOC	-0.9	-3	-5	7	0.3	0.4	-8	-11	-7
Cc1cc(NC(=O)CCC(=O)N(CC(=O)NCC2CCCO2)c2ccc(Cl)c(Cl)c2)no1 (stereo not drawn)	1.3	2	-5	-3	0.2	-0.5	-24	18	-3
Cc1ccc(OCCCC(=O)Nc2ccc(S(=O)(=O)Nc3cc(C)nc(C)n3)cc2)cc1	-0.3	3	-3	-11	0.0	0.3	0	19	-8
CC(C)c1ccc(CNCCCSc2ncccn2)cc1	2.0	-5	0	-6	0.9	0.3	-10	-2	7
Cc1cc(C)cc(C(=O)NC(CC(N)=O)c2ccc(NC3CCCCCCC3)c([N+](=O)[O-])c2)c1 (stereo not drawn)	0.3	-4	-5	1	0.1	-0.3	-15	-18	-6
CC(=O)Nc1ccc(OCC(O)CN2C(C)CCCC2C)cc1 (stereo not drawn)	-0.1	-15	-2	32*	-0.1	-0.6	-2	-15	-5
C=CCOc1ccc(/C=N/NC(=O)C(=O)N2CCCCCC2)cc1OC	-0.1	-12	-2	-11	8.3	0.2	2	13	-12
COc1ccccc1P(=O)(c1ccccc1)c1ccc([N+](=O)[O-])cc1 (stereo not drawn)	20	-14	-4	-10	1.5	-0.4	-14	-1	-2
CCCCC(CC)CNC(=O)CCS(=O)(=O)c1cccc2nonc12 (stereo not drawn)	-0.3	-3	-16	-17	0.9	-1.6	-11	14	5
COc1cccc(C(=O)OCC(=O)c2ccc(Br)s2)c1OC	0.3	17	-5	1	0.9	0.3	-15	-13	x
COC(=O)C1(C)Nc2ccccc2C(=O)N1c1ccccc1OC (stereo not drawn)	-0.1	-7	-3	4	0.1	-0.6	-3	10	5
O=C(CCn1c(=O)c2ccccc2n(CC(=O)N2CCN(c3ccccc3)CC2)c1=O)NCc1ccco1	-0.1	-7	0	-16	1.9	0.0	-11	19	-7
O=[N+]([O-])c1cccc(C(=S)N2CCN(c3ccccc3)CC2)c1	-0.6	-11	-3	6	0.5	-2.7	-9	-8	-4
N#C/C(=C/c1ccc(F)cc1)c1nc(CCN2C(=O)c3ccccc3C2=O)cs1	0.1	1	7	-17	0.2	1.9	-5	17	-5
Cc1ccc(C2CC(=O)N3CN(Cc4ccco4)CSC3=C2C#N)cc1 (stereo not drawn)	0.2	-4	4	1	-0.1	0.2	-7	3	1
O=C1CCCC2=C1C(Cc1ccccc1)C1=C(CCCC1=O)O2	-1.1	11	-4	-11	0.6	-1.1	11	19	15
O=C(/C=C/c1ccc(S(=O)(=O)N2CCOCC2)cc1)NCc1ccccc1	1.5	-10	5	-9	0.9	1.7	0	26	-2
CCOC(=O)C1Sc2[nH]c(=O)sc2C(c2ccc(Cl)cc2)C1C(=O)OCC (stereo not drawn)	1.1	7	-10	-2	0.6	-3.0	-29	2	-4
